FBW7 act – activators of human E3 ligase FBW7; 650,000 tested, 0.13% active; AlphaScreen FBW7–phospho-cyclin E peptide binding, activator screen; Q969H0; normalized activity (activation), % at 26.1 µM; in the data active = normalized activity above about 1.9%;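 also: purified mutant Fbw7 with reduced substrate affinity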
GPR151 activ – human GPR151 activation; 650,000 tested, 1% active; Q8TDV0; PathHunter beta-arrestin GPR151 cells, luminescence; activation, % at 11.2 µM; AID 1508602; in the data active = activation above about 4.9%;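 also: 0% = median of compound wells and 100% = cells with positive control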
Target sequence (Q8TDV0 whole entry, looked up): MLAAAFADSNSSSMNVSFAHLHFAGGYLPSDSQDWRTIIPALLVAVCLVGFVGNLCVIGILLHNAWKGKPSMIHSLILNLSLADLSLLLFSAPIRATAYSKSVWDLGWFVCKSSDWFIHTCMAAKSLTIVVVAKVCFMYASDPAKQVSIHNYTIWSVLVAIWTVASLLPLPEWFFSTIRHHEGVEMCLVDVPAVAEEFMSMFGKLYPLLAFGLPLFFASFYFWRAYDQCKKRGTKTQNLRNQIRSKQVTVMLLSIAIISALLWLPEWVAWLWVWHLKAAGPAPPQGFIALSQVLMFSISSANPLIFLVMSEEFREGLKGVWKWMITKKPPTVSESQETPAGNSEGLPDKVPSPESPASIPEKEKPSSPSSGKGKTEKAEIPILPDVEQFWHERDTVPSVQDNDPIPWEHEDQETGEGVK
TEAD-YAP inh – TEAD-YAP interaction inhibition; 640,000 tested, 1.4% active; inhibition, % at 9.12 µM; HEK-TIYL cells, TEAD-Gal4/YAP UAS-luciferase luminescence; AID 1259422; in the data active = inhibition above about 32%;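 also: 0% = median of test compound wells and 100% = reference inhibitor wells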
MITF primary – human MITF inhibition, primary screen; O75030; AlphaScreen MITF homodimerization, bead proximity signal; inhibition, % at 2.6 µM; 650,000 tested, 0.91% active; AID 1259374; in the data active = inhibition above about 50%;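 also: 0% = vehicle wells with protein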
Target sequence (O75030 whole entry, looked up): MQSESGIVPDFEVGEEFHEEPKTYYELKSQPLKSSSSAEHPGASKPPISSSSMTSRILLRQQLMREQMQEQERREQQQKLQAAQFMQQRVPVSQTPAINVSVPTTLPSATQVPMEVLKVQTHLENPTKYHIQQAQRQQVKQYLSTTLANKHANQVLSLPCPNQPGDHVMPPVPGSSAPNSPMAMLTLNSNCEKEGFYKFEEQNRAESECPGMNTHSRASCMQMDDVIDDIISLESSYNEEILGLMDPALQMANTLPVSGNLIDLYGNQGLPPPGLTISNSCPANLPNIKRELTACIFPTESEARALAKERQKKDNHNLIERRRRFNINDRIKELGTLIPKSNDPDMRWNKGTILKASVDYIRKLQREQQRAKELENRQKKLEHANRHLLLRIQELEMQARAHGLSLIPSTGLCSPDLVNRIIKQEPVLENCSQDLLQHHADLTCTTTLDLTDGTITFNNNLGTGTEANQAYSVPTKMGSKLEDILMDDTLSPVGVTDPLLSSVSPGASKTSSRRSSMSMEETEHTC
* marks the source's active call; other numbers are inactive results.

structure	FBW7 act	GPR151 activ	TEAD-YAP inh	MITF primary
COc1ccccc1/C=C1\SC(NC(C)=O)=NC1=O	-0.1	0.4	-1	-4
CC1=C(C(=O)OCCOc2ccccc2)C(c2ccccc2OC(C)C)C2=C(CC(c3ccccc3)CC2=O)N1 (centres undefined)	1.1	0.0	6	13
CC(=O)N(Cc1ccco1)Cc1cc2cc(C)c(C)cc2[nH]c1=O	-0.2	-1.6	2	-1
CCOc1ccc(NC(=O)NCc2nc(-c3cccnc3)n[nH]2)cc1	0.7	1.4	8	7
Nc1ccc2nc(-c3cccc(Cl)c3)oc2c1	0.5	-5.1	-41	-4
O=Cc1cccc(-c2ccc(NC3CCc4ccccc43)nc2)c1 (centres undefined)	-0.2	0.2	-63	-1
COCCCN1C(=O)c2[nH]nc(-c3ccccc3O)c2C1c1ccc(O)c(OC)c1 (centres undefined)	0.1	0.5	-5	-9
O=C(c1ccc([N+](=O)[O-])cc1)N1N=C(C(F)(F)F)CC1(O)c1cccc([N+](=O)[O-])c1 (centres undefined)	-0.2	0.6	-1	-17
Cc1cccc(Cn2c(Sc3nc(C)cs3)nc3c2c(=O)[nH]c(=O)n3C)c1	-0.1	0.5	-22	8
CCOc1ccc2[nH]c(=O)c(C(c3nnnn3Cc3ccco3)N3CCC(C)CC3)cc2c1 (centres undefined)	0.0	-1.3	2	9
CCc1ccc(-n2c(=S)sc3c(=O)n(-c4ccc(C)cc4)c(SCC(=O)Oc4cccc(C(F)(F)F)c4)nc32)cc1	0.8	-1.1	10	9
COc1ccc(C(=O)NC(=S)Nc2cccc(OC)c2)cc1	-0.1	-0.1	-56	-16
COc1cc(C(=O)OCC(=O)Nc2ccc(SC(F)F)cc2)c([N+](=O)[O-])cc1OC	-0.2	-0.8	4	-5
Cc1ccccc1C(=O)NC1(C(F)(F)F)NC(=O)N(c2ccccc2F)C1=O (centres undefined)	-0.1	3.2	-2	10
COc1ccc(CNC(=O)CN2CCC(n3cnc4cc(F)ccc43)CC2)cc1	0.2	-0.8	8	-4
COC(=O)c1sc(OC)c(C(F)(F)F)c1O	-0.2	-0.5	1	2
O=C(COCC(=O)N/N=C/c1ccncc1)N/N=C\c1ccncc1	0.0	-0.7	-9	6
COc1ccc(N2CCN(C(=O)c3ccc(CSc4ccc(Cl)cc4)cc3)CC2)cc1	0.2	0.6	3	-53
Oc1cccc(Nc2nc(N3CCCCC3)c3ccccc3n2)c1	0.1	-0.3	20	-9
Cc1ccc(-n2nc3c(c2NC(=O)c2ccccc2C)CS(=O)(=O)C3)c(C)c1	0.0	1.7	-4	-2
CNc1c(NS(=O)(=O)c2ccc(C(C)(C)C)cc2)c(=O)oc2ccccc12	0.1	1.3	-2	1
COc1cccc(C2/C(=C(/O)c3ccc(C)cc3)C(=O)C(=O)N2Cc2cccnc2)c1 (centres undefined)	0.1	-0.5	2	2
COc1ccc(-c2nc(NS(=O)(=O)CC34CCC(CC3=O)C4(C)C)sc2C)cc1 (centres undefined)	0.0	-0.9	-3	-6
CN(C(=O)NC1(C)CCS(=O)(=O)C1)C1CCCCC1 (centres undefined)	0.0	-0.4	5	1
CCN(CC)S(=O)(=O)c1ccc(NC(=O)CCc2ccccc2)cc1	0.0	2.0	4	1
COc1cc(/C=c2\sc3nc(-c4ccccc4OC)nn3c2=O)ccc1OC(C)=O	0.0	0.6	9	8
Nc1cccc(-c2ncc(C(=O)NCCc3ccc(O)cc3)s2)c1	-0.1	5.5*	14	0
C/C(=N\NC(=O)c1ccc([N+](=O)[O-])cc1Cl)c1ccccn1	0.1	0.2	-1	25
COc1ccc(/C=C(\C#N)c2nnc3n2-c2cc([N+](=O)[O-])ccc2OC3)cc1	0.0	1.5	-2	-2
O=C1NC(=O)/C(=C/c2ccc(-c3ccccc3)cc2)N1	-0.2	1.4	-55	1
O=c1[nH]c2ccccc2nc1/C=C(\O)c1ccc([N+](=O)[O-])cc1	0.1	-0.7	3	5
O=C(CN1N=NC2C(=O)N(c3cccc(Cl)c3)C(=O)C21)Nc1ccc(Cl)cc1 (centres undefined)	0.2	-0.2	11	4
COc1ccc2c(c1)c(CC(=O)OCC(=O)Nc1ccccc1)c(C)n2C(=O)c1ccc(Cl)cc1	0.1	-1.1	-5	1
CCN(CC)C(=O)C1CCCN(c2ncnc3c2cnn3-c2cccc(C)c2)C1 (centres undefined)	-0.1	1.3	16	11
COc1cc(/C=N/N2CCCCC2)cc(OC)c1O	-0.1	-0.4	-2	14
N=c1nnc2c3ccccc3ccc2n1O	1.3	0.0	-1	22
CC(C)(C)c1ccc(C(=O)Nc2ccc3nc(SCC(=O)NCCOc4ccccc4)sc3c2)cc1	0.1	-2.0	0	21
NS(=O)(=O)c1ccc(N/C=C/C(=O)c2ccco2)cc1	-0.1	-0.7	-51	5
O=[N+]([O-])c1ccc(/C=N/Nc2ccc(S(=O)(=O)N3CCOCC3)cc2[N+](=O)[O-])cc1	0.0	2.0	7	0
Cc1nc(N2CCC(C(=O)N(C)CC3CCCCO3)CC2)nc2cc3c(cc12)CCC3 (centres undefined)	0.1	2.1	-30	-10
O=C1NC(=S)N(Cc2ccco2)C(=O)/C1=C\c1ccc(N2CCOCC2)cc1	-0.8	-1.1	5	75*
COc1cccc(C(=O)Nc2ccc(O)c(-c3nc4ccccc4s3)c2)c1	0.1	0.1	6	-15
O=C(Nc1ccncc1)c1cccc(Cl)c1Cl	0.6	-0.3	21	9
O=C(O)c1ccc2c(c1)C(=O)N(c1ccc(N3C(=O)C4C5CCC(C5)C4C3=O)cc1)C2=O (centres undefined)	0.0	-1.1	7	10
COc1cc(OC)c(C2CC(=O)NC3=C2C(=O)CCC3)cc1OC (centres undefined)	0.2	-0.4	8	14

Further records follow.
Sequence of screens – FBW7 act	GPR151 activ	TEAD-YAP inh	MITF primary
- CC(=O)C1=C(O)C(=O)N(CCBr)C1c1ccc2c(c1)OCO2 (centres undefined)
    0.1	1.8	-4	10
- Cc1cccc(OCC(=O)Nc2nncs2)c1
    0.0	-0.9	-17	-1
- CC(C)c1ccc(CN2CCc3nnc(CCNC(=O)C4CCC4)n3CC2)cc1
    -0.2	1.0	-9	1
- COc1cc(NC(=O)c2ccc(N3CC4CC(C3)c3cccc(=O)n3C4)c(NC(=O)c3ccc(C(C)(C)C)cc3)c2)cc(OC)c1OC (centres undefined)
    -0.1	1.4	11	5
- CN(C)c1cccc(-c2cnc3[nH]c(=O)n(CC4CCOCC4)c3n2)c1
    -0.3	0.5	2	7
- C=CCn1c(=N)n(CC(=O)C(C)(C)C)c2ccccc21
    -0.3	-1.5	-1	0
- Fc1ccc(CNc2nc3ccccc3n3cnnc23)cc1
    0.0	0.0	-2	7
- CC(C)N(C(=O)Cn1cnc2c(cnn2-c2ccc(F)cc2)c1=O)C(C)C
    0.0	3.5	13	-2
- CC(NC(=O)CN1N=C(C(C)(C)C)Cn2c(cc3ccccc32)C1=O)c1ccncc1 (centres undefined)
    -0.2	-1.2	-4	8
- COc1cc(NC(=O)CSc2cc(=O)n(C)c3ccccc23)cc(OC)c1OC
    0.1	-1.1	-3	3
- COc1ccc(C2C(C#N)=C(N)N(c3sc4c(c3C#N)CCCC4)C3=C2C(=O)CC(C)(C)C3)cc1OC (centres undefined)
    -0.1	2.2	3	9
- C=CCNc1nc(C(=O)OCC(=O)N2CC3(C)CC2CC(C)(C)C3)cs1 (centres undefined)
    0.2	-1.0	9	8
- CCOP(=O)(CC(CN(CC)CC)P(=O)(OCC)OCC)OCC (centres undefined)
    1.0	-1.5	7	26
- COc1cc(C2C3=C(CC(C)(C)CC3=O)OC3=C2C(=O)CC(C)(C)C3)ccc1OC(=O)N(C)C
    -0.2	0.5	4	-4
- COCCCN1C(=S)NC2CC1(C)Oc1ccc(Cl)cc12 (centres undefined)
    -0.4	0.4	-3	-3

Taken from above:
TEAD-YAP inh result of `CC(C)(C)c1ccc(C(=O)Nc2ccc3nc(SCC(=O)NCCOc4ccccc4)sc3c2)cc1` stands at 0
MITF primary result of `Cc1ccc(-n2nc3c(c2NC(=O)c2ccccc2C)CS(=O)(=O)C3)c(C)c1` stands at -2
TEAD-YAP inh result of `Cc1ccccc1C(=O)NC1(C(F)(F)F)NC(=O)N(c2ccccc2F)C1=O` (centres undefined) stands at -2
TEAD-YAP inh result of `CC(=O)N(Cc1ccco1)Cc1cc2cc(C)c(C)cc2[nH]c1=O` stands at 2
MITF primary result of `CNc1c(NS(=O)(=O)c2ccc(C(C)(C)C)cc2)c(=O)oc2ccccc12` stands at 1
GPR151 activ result of `COc1cc(C2C3=C(CC(C)(C)CC3=O)OC3=C2C(=O)CC(C)(C)C3)ccc1OC(=O)N(C)C` stands at 0.5

A run of entries from further up:
Sequence of screens – FBW7 act	GPR151 activ	TEAD-YAP inh	MITF primary
- COc1cc(NC(=O)CSc2cc(=O)n(C)c3ccccc23)cc(OC)c1OC
    0.1	-1.1	-3	3
- COc1ccc(C2C(C#N)=C(N)N(c3sc4c(c3C#N)CCCC4)C3=C2C(=O)CC(C)(C)C3)cc1OC (centres undefined)
    -0.1	2.2	3	9
- C=CCNc1nc(C(=O)OCC(=O)N2CC3(C)CC2CC(C)(C)C3)cs1 (centres undefined)
    0.2	-1.0	9	8
- CCOP(=O)(CC(CN(CC)CC)P(=O)(OCC)OCC)OCC (centres undefined)
    1.0	-1.5	7	26
- COc1cc(C2C3=C(CC(C)(C)CC3=O)OC3=C2C(=O)CC(C)(C)C3)ccc1OC(=O)N(C)C
    -0.2	0.5	4	-4
- COCCCN1C(=S)NC2CC1(C)Oc1ccc(Cl)cc12 (centres undefined)
    -0.4	0.4	-3	-3

New compounds follow:
Sequence of screens – FBW7 act	GPR151 activ	TEAD-YAP inh	MITF primary
- O=c1[nH]c2ncccc2c(=O)n1Cc1ccc2c(c1)OCO2
    -0.1	1.1	9	-1
- CC1(C)NC(=O)N(CCCCOc2ccccc2[N+](=O)[O-])C1=O
    0.3	-1.2	-2	6
- COCCNC(=O)C(=O)N/N=C/c1ccccc1[N+](=O)[O-]
    0.0	-1.4	-1	-1
- O=C(COc1ccc2c3c(c(=O)oc2c1)CCC3)NNC(=O)c1ccccn1
    -0.1	2.0	1	4
- Cc1ccc(-n2c(SCC(=O)Nc3cccc(Cl)c3)nc3n[nH]c(C)c3c2=N)cc1
    0.0	1.4	-3	1
- COC(=O)c1c(NC(=O)c2ccc([N+](=O)[O-])cc2Cl)sc(C)c1C
    0.1	1.5	8	16
- C=CCNC(=O)c1cc([N+](=O)[O-])cc([N+](=O)[O-])c1
    0.3	-1.4	-1	22
- O=c1[nH]c(=O)c2nc3cc(C(F)(F)F)ccc3nc2[nH]1
    0.0	0.7	5	-10
- COc1ccccc1N1C(=O)c2ccc(C(=O)OCC(C)C)cc2C1=O
    0.0	0.7	-4	0
- COc1ccc(C(=O)COC(=O)c2cnc(C)cn2)cc1OC
    -0.3	-2.1	-5	-1
- C/C(N)=C(/C#N)C(=O)COC(=O)c1cc2c(s1)CCC(C)C2 (centres undefined)
    -0.1	1.0	0	4
- CCCCC(C(=O)Nc1ccc([N+](=O)[O-])cc1)N1C(=O)c2ccccc2C1=O (centres undefined)
    0.0	-0.6	-2	9
- CCC1(CC)NC(=O)N(CC(=O)OCC(=O)Nc2ccc(F)c(F)c2F)C1=O
    -0.1	-0.7	6	2
- CC1=C(C(=O)OCCc2ccccc2)C(c2cc([N+](=O)[O-])ccc2Cl)CC(=O)N1 (centres undefined)
    0.0	0.0	-6	-11
- O=C(NC1CCSC1=O)c1c(Cl)cccc1Cl (centres undefined)
    0.5	-1.6	5	13
- O=C(CCCN1C(=O)/C(=C\c2cccs2)SC1=S)Nc1ccccc1C(=O)O
    0.1	-0.2	4	7
- COC(=O)c1c(S(=O)(=O)NC2CC2)sc2c1CCN(Cc1cccc(Cl)c1)C2
    0.2	1.3	-12	4
- O=C(Nc1ccc(Cl)c([N+](=O)[O-])c1)c1ccccc1Cl
    0.0	0.2	-20	-9
- Cc1nn(C)c(Cl)c1CN1CCC(n2nccc2NC(=O)c2cccc(F)c2)CC1
    0.1	-0.3	3	19
- O=C(NCc1ccccc1Cl)C1C2C=CC3(CN(Cc4cccnc4)C(=O)C13)O2 (centres undefined)
    -0.1	-1.0	9	2
- Cc1ccc(C)c(-c2csc(NC(=O)C3CSC4(C)CCC(=O)N34)n2)c1 (centres undefined)
    0.0	2.4	11	-2
- O=c1oc2cc([N+](=O)[O-])ccc2n1CNc1ccccc1Cl
    0.6	-0.8	-6	16
- CC(=O)c1cccc(NC(=O)c2ccc(N3CC4CC(C3)c3cccc(=O)n3C4)c(NC(=O)c3ccc(F)cc3)c2)c1 (centres undefined)
    -0.1	0.2	1	3
- NC(=O)c1sc(=S)n(-c2ccc(Br)cc2)c1N
    -0.3	0.7	-17	-14
